Growth percent in the NCI-60 one-dose screen (48 h, 10 µM unless noted): 100 = growth as untreated, 0 = no growth, -100 = all killed.
SNB-19 = SNB-19 CNS cancer cells; hit rate 2.5% among 81,000
HCC-2998 = HCC-2998 colon cancer; AID 1794799; hit rate 4.7% among 79,000
SW-620 = SW-620 colon cancer. AID 1794795. hit rate 5.2% among 82,000
DU-145 = DU-145 prostate cancer | hit rate 4.2% among 81,000 | AID 1794760
SF-539 = SF-539 CNS cancer | hit rate 6.8% among 81,000
HT29 = HT29 colon cancer. hit rate 7.4% among 81,000. AID 1794748
KM12 = KM12 colon cancer cells; hit rate 5% among 82,000; AID 1794800
SNB-75 = SNB-75 CNS cancer. hit rate 5% among 79,000
PC-3 = PC-3 prostate cancer cells; hit rate 3.9% among 80,000
Numbers without * were called inactive; & = joins results of further samples. Rule for the calls: active = growth percent below 10; inactive = the rest.

Results for COc1cc(/C=C2\C(=O)N(c3cccc(Cl)c3)N=C2C)cc(OC)c1O ?
SNB-19: 99; HCC-2998: 93; SW-620: 100; DU-145: 111; SF-539: 95; HT29: 103; KM12: 108; SNB-75: 88; PC-3: 101

How did COc1cc(OC)cc(-c2nnc(-c3cc4ccccc4nc3Cl)o2)c1 do in these assays?
SNB-19: 103; HCC-2998: 102; SW-620: 100; DU-145: 104; SF-539: 101; HT29: 105; KM12: 94; SNB-75: 53; PC-3: 91

Results for CS(=O)(=O)c1ccc(C(=S)Nc2ccc(Cl)c(-c3ccccn3)c2)c(Cl)c1 ?
SNB-19: 97; HCC-2998: 109; SW-620: 96; DU-145: 104; SF-539: 97; HT29: 104; KM12: 95; SNB-75: 49; PC-3: 82

Results for CC(C)(C)c1ccc2oc(=O)cc(Cn3cc(CSc4nc5cc(Cl)ccc5o4)nn3)c2c1 ?
SNB-19: 101; HCC-2998: 107; SW-620: 102; DU-145: 110; SF-539: 106; HT29: 114; KM12: 100; SNB-75: 88; PC-3: 92

What do the screens show for `COc1ccc(/C=C2\SC(=O)N(CN3CCN(c4cc5c(cc4F)c(=O)c(C(=O)O)cn5C4CC4)CC3)C2=O)cc1`?
SNB-19: 100; HCC-2998: 104; SW-620: 100; DU-145: 109; SF-539: 107; HT29: 111; KM12: 103; SNB-75: 85; PC-3: 98

Results for Clc1cnc(OC2CCNC2)nc1-n1cnc2ccccc21 (centres undefined) ?
SNB-19: 106; HCC-2998: 93; SW-620: 100; DU-145: 111; SF-539: 87; HT29: 92; KM12: 99; SNB-75: 103; PC-3: 103

What do the screens show for `Cc1cc(-c2ccc(N=Nc3cc(S(=O)(=O)O)c4ccccc4c3N)c(C)c2)ccc1N=Nc1cc(S(=O)(=O)O)c2ccccc2c1N`?
SNB-19: 104; HCC-2998: 120; SW-620: 99; DU-145: 100; SF-539: 90; HT29: 107; KM12: 103; SNB-75: 97; PC-3: 97

How did CC(=O)Nc1cccc([N+](=O)[O-])c1 do in these assays?
SNB-19: 110; HCC-2998: 109; SW-620: 110; DU-145: 104; SF-539: 103; HT29: 101; KM12: 103; SNB-75: 111; PC-3: 96

Results for CC(C)(C)c1cc(C(=O)Nc2cc3ccccc3cc2C(=O)NCCN)cc(C(C)(C)C)c1 ?
SNB-19: -69*; HCC-2998: -87*; SW-620: -66*; DU-145: -97*; SF-539: -69*; HT29: -80*; KM12: -94*; SNB-75: -92*; PC-3: -93*

Results for C/C(=N\NC(=S)N1CCCCC1)c1ccccn1 ?
SNB-19: 23; HCC-2998: 35; SW-620: 22; DU-145: 28; SF-539: 5.4*; HT29: 8.7*; KM12: 13; SNB-75: 29; PC-3: 9.9*

What do the screens show for `CC(=O)c1c(Nc2ccc(F)c(F)c2F)[nH]c2c(F)cc(F)cc2c1=O`?
SNB-19: 22; HCC-2998: 8.0*; SW-620: 8.0*; DU-145: 18; SF-539: 1.5*; HT29: 3.6*; KM12: 2.3*; SNB-75: -15*; PC-3: 4.7*

What do the screens show for `CCc1cccc(C(C)(C)C)c1NC(=S)NC=C(C#N)C#N`?
SNB-19: 106; HCC-2998: 95; SW-620: 109; SF-539: 109; HT29: 107; KM12: 102; SNB-75: 83; PC-3: 91

What do the screens show for `C/C(=N\NC(=O)Cn1c(-c2ccc(S(C)(=O)=O)cc2)nc2ccccc21)c1ccc(Cl)cc1`?
SNB-19: 93; HCC-2998: 106; SW-620: 101; DU-145: 112; SF-539: 106; HT29: 98; KM12: 96; SNB-75: 81; PC-3: 52

How did Cn1c(NCCc2ccc(O)c(O)c2)nc2c1c(=O)n(Cc1ccc(Br)cc1)c(=O)n2C do in these assays?
SNB-19: 80; HCC-2998: 94; SW-620: 81; DU-145: 79; SF-539: 79; HT29: 97; KM12: 76; SNB-75: 75

How did O=c1c(Cc2ccc(F)cc2)cc(-c2ccccc2)nn1Cc1ccccc1 do in these assays?
SNB-19: 82; HCC-2998: 87; SW-620: 84; DU-145: 102; SF-539: 107; HT29: 71; KM12: 90; SNB-75: 73; PC-3: 56

How did COc1ccc(CC(=O)N2CCc3cc(OC)c(OC)cc3C2O)cc1OC (centres undefined) do in these assays?
SNB-19: 102; HCC-2998: 100; SW-620: 108; DU-145: 113; SF-539: 98; HT29: 101; KM12: 110; SNB-75: 89

What do the screens show for `COC(=O)c1cc(C(=O)C(Br)Br)n2c1ccc1c3ccccc3ccc12`?
SNB-19: 59; HCC-2998: 44; SW-620: 45; DU-145: 52; SF-539: 55; HT29: 63; KM12: 40; SNB-75: 66; PC-3: 56

Results for C[C@]12CC[C@@H]3c4ccc(O)cc4CC[C@H]3[C@@H]1CC[C@@H]2NS(=O)(=O)c1ccc(Cl)cc1 ?
SNB-19: 82; HCC-2998: 91; SW-620: 88; DU-145: 77; SF-539: 88; HT29: 39; KM12: 53; SNB-75: 68; PC-3: 33

How did Cc1ccc2nc(Sc3ncccc3C(=O)O)n(-c3ccccc3)c(=O)c2c1 do in these assays?
SNB-19: 109; HCC-2998: 112; SW-620: 106; DU-145: 110; SF-539: 94; HT29: 110; KM12: 108; SNB-75: 104; PC-3: 88

What do the screens show for `O=C(Nn1c2c(sc1=Nc1ccccc1)C(=O)c1ccccc1C2=O)c1cc2ccc1CCc1ccc(cc1)CC2`?
SNB-19: 61; HCC-2998: 87; SW-620: 76; DU-145: 72; SF-539: 93; HT29: 92; KM12: 79; SNB-75: 36; PC-3: 66

Results for CCN1C(=O)N(CC)C2Nn3c(s/c(=C4\C(=O)N(C(C)C)c5ccccc54)c3=O)=NC21 (centres undefined) ?
SNB-19: 46; HCC-2998: 35; SW-620: 32; DU-145: 38; SF-539: 11; HT29: 12; KM12: 29; SNB-75: 60; PC-3: 26

Results for O=C(O)c1ccc(Nc2ncnc3c2cnn3-c2cccc(Br)c2)cc1 ?
SNB-19: 95; HCC-2998: 112; SW-620: 97; DU-145: 104; SF-539: 95; HT29: 106; KM12: 96; SNB-75: 94; PC-3: 96

How did Clc1ccc(-c2nc(CSc3nc4ccccc4s3)no2)cc1 do in these assays?
SNB-19: 109; HCC-2998: 110; SW-620: 106; DU-145: 100; SF-539: 101; HT29: 81; KM12: 89; SNB-75: 107; PC-3: 94

Results for COc1cc2c(c(OC)c1OC)C(=O)CC(c1cccc(NC(=O)CN)c1)O2 (centres undefined) ?
SNB-19: 96; HCC-2998: 101; SW-620: 112; DU-145: 107; SF-539: 102; HT29: 110; KM12: 104; SNB-75: 92; PC-3: 105

In the list so far, these have bromine.
How did Cn1c(NCCc2ccc(O)c(O)c2)nc2c1c(=O)n(Cc1ccc(Br)cc1)c(=O)n2C do in these assays?
SNB-19: 80; HCC-2998: 94; SW-620: 81; DU-145: 79; SF-539: 79; HT29: 97; KM12: 76; SNB-75: 75

What do the screens show for `COC(=O)c1cc(C(=O)C(Br)Br)n2c1ccc1c3ccccc3ccc12`?
SNB-19: 59; HCC-2998: 44; SW-620: 45; DU-145: 52; SF-539: 55; HT29: 63; KM12: 40; SNB-75: 66; PC-3: 56

Results for O=C(O)c1ccc(Nc2ncnc3c2cnn3-c2cccc(Br)c2)cc1 ?
SNB-19: 95; HCC-2998: 112; SW-620: 97; DU-145: 104; SF-539: 95; HT29: 106; KM12: 96; SNB-75: 94; PC-3: 96

Sorted by molecular weight (lowest first): 3 of the compounds above
Results for COc1cc2c(c(OC)c1OC)C(=O)CC(c1cccc(NC(=O)CN)c1)O2 (centres undefined) ?
SNB-19: 96; HCC-2998: 101; SW-620: 112; DU-145: 107; SF-539: 102; HT29: 110; KM12: 104; SNB-75: 92; PC-3: 105

Results for O=C(O)c1ccc(Nc2ncnc3c2cnn3-c2cccc(Br)c2)cc1 ?
SNB-19: 95; HCC-2998: 112; SW-620: 97; DU-145: 104; SF-539: 95; HT29: 106; KM12: 96; SNB-75: 94; PC-3: 96

What do the screens show for `O=C(Nn1c2c(sc1=Nc1ccccc1)C(=O)c1ccccc1C2=O)c1cc2ccc1CCc1ccc(cc1)CC2`?
SNB-19: 61; HCC-2998: 87; SW-620: 76; DU-145: 72; SF-539: 93; HT29: 92; KM12: 79; SNB-75: 36; PC-3: 66

(list continues)
What do the screens show for `O=P(Nc1ccccc1)(Nc1ccccc1)c1ccccc1`?
SNB-19: 97; HCC-2998: 112; SW-620: 105; DU-145: 113; SF-539: 98; HT29: 107; KM12: 107; SNB-75: 89; PC-3: 91

Results for O=S(=O)(Nc1ccc(Cl)cc1)c1ccc(-c2cnc(C3CC3)o2)cc1 ?
SNB-19: 30; HCC-2998: 40; SW-620: 17; DU-145: 13; SF-539: -15*; HT29: 15; KM12: 21; SNB-75: -12*; PC-3: 24

How did COC(=O)C1C2CC3c4[nH]c5cc(OC)ccc5c4CCN3CC2CC(OC2CCCCO2)C1OC (centres undefined) do in these assays?
SW-620: 100; DU-145: 111; SF-539: 98; HT29: 94; KM12: 105; SNB-75: 84; PC-3: 87

Results for CC(C)OC(=O)C1OC1(C)c1ccccc1 (centres undefined) ?
SNB-19: 106; HCC-2998: 103; SW-620: 106; DU-145: 111; SF-539: 104; HT29: 101; KM12: 110; SNB-75: 87; PC-3: 102

How did C/C(=N\NC(=O)c1sc(=S)n(C)c1N)c1cccs1 do in these assays?
SNB-19: 95; SW-620: 106; DU-145: 103; SF-539: 100; HT29: 106; KM12: 114; SNB-75: 89; PC-3: 91

What do the screens show for `N#CC(c1ccccc1)(c1ccccc1)c1ccccc1`?
SNB-19: 92; HCC-2998: 100; SW-620: 95; DU-145: 109; SF-539: 126; HT29: 87; KM12: 81; SNB-75: 92; PC-3: 90

Results for NS(=O)(=O)c1ccc(-n2ncc3c(NNC(=S)Nc4ccccc4)ncnc32)cc1 ?
SNB-19: 98; HCC-2998: 119; SW-620: 95; DU-145: 116; SF-539: 97; HT29: 96; KM12: 98; SNB-75: 101; PC-3: 94

What do the screens show for `CCOc1ccc(N2C(=O)/C(=C3\SC(=S)N(c4ccc(OCC)cc4)C3=O)SC2=S)cc1`?
SNB-19: 97; HCC-2998: 95; SW-620: 101; DU-145: 111; SF-539: 98; HT29: 103; KM12: 104; SNB-75: 93; PC-3: 102

Results for CC(=O)OCCCCCCn1c2ccccc2c2c3c(c4c5ccccc5n(C)c4c21)C(=O)N(O)C3=O ?
SNB-19: 78; HCC-2998: 76; SW-620: 76; DU-145: 90; SF-539: 94; HT29: 24; KM12: 69; SNB-75: 101; PC-3: 53

What do the screens show for `COC(=O)/C(O)=C/c1nonc1-c1ccccc1`?
SNB-19: 102; HCC-2998: 100; SW-620: 105; DU-145: 110; SF-539: 98; HT29: 109; KM12: 102; SNB-75: 97; PC-3: 101

Results for O=C(Nc1n[nH]c(Nc2ccccc2)c1S(=O)(=O)c1ccccc1)c1ccccc1 ?
SNB-19: 106; HCC-2998: 91; SW-620: 106; DU-145: 117; HT29: 106; KM12: 104; SNB-75: 89; PC-3: 98

Results for O=C1c2c(Cl)ccc([N+](=O)[O-])c2C(=O)c2c(Cl)ccc([N+](=O)[O-])c21 ?
SNB-19: 101; HCC-2998: 102; SW-620: 88; DU-145: 102; SF-539: 99; HT29: 90; KM12: 95; SNB-75: 92; PC-3: 76

What do the screens show for `CCn1c(SCc2ccc(C)cc2)nnc1-c1nn(-c2ccc(Cl)cc2Cl)c(-c2ccc(Cl)cc2)c1C`?
SNB-19: 22; HCC-2998: 23; SW-620: 20; DU-145: 23; SF-539: 20; HT29: 2.7*; KM12: 16; SNB-75: 23; PC-3: 5.6*

Results for C#CCN(C)CCCOc1ccc(Cl)cc1Cl ?
SNB-19: 108; HCC-2998: 101; SW-620: 106; DU-145: 109; SF-539: 109; HT29: 101; KM12: 106; SNB-75: 111; PC-3: 111

What do the screens show for `CC(=O)Nc1ccc(C=O)cc1`?
SNB-19: 106&117; HCC-2998: 107; SW-620: 103&107; DU-145: 113&112; SF-539: 101&100; HT29: 114&113; KM12: 105&108; SNB-75: 86&102; PC-3: 97&102

Compound activity from PubChem.
